# From PubChem
# L3MBTL1 inh – inhibitors of human L3MBTL1; actives 0.66% (n = 230,000); AID 485360; AlphaScreen L3MBTL1–H3K9me1 peptide binding; Potency, µM (titrated, usually from 57.1 µM), without a hit: at the top dose activity, negative = inhibition, usual class: inhibitors; active = well fitted inhibition curve with a large enough effect; inconclusive = small, poorly fitted or top-dose-only effect; inactive = no such curve, though single readings can be large or run the other way; also: nearly all actives have a fitted effect of over 60% in size
# Target sequence (Q9Y468 whole entry, looked up): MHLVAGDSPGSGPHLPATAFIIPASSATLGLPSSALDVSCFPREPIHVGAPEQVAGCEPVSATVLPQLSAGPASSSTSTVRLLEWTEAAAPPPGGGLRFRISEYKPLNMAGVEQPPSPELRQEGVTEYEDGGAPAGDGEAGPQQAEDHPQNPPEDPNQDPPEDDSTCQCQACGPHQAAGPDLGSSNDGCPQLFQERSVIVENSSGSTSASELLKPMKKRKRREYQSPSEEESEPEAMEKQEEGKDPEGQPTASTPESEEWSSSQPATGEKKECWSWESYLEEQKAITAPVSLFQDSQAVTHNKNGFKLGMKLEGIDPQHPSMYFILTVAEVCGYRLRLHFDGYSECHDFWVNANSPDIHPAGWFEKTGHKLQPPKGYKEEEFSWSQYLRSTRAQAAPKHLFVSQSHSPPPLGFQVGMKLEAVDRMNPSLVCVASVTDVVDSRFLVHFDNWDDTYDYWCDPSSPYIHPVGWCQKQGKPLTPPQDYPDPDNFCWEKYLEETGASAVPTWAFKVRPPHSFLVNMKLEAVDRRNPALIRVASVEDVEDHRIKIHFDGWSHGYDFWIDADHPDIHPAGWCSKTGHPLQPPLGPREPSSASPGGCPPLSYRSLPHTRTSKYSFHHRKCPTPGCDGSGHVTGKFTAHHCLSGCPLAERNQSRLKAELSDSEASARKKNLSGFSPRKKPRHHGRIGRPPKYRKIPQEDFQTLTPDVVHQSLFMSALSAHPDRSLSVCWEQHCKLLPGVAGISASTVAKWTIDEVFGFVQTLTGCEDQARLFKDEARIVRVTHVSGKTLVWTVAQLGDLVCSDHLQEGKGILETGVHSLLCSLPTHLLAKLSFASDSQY
#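 Read-out is AlphaScreen signal from streptavidin donor and nickel chelate acceptor beads (10 ug/mL final each) bridging L3MBTL1 (50 nM) and biotinylated K9-monomethylated H3(1-15) peptide (75 nM), after 30 min compound exposure at room temperature.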
# * marks the source's active call; other numbers are inactive results; ? = inconclusive; [ ] = dose if it differs, or a comment. % is scaled to controls: 0 for no effect and ±100 for the full control effect; potency is read from the fitted curve at half-maximal effect. These rows are one share of the data; the hit share may differ from the screen's.
SMILES,L3MBTL1 inh
COc1cccc(N2CCN(C(=O)c3ccc4ccccc4c3)CC2)c1,-13%
O=C(Nc1ccccc1)c1nc[nH]c1C(=O)NCCN(CCNC(=O)c1[nH]cnc1C(=O)Nc1ccccc1)CCNC(=O)c1[nH]cnc1C(=O)Nc1ccccc1,0%
CC(C)c1cccc(-c2ccc3c(c2)S(=O)(=O)c2cccc(C(=O)O)c2C3=O)c1,-2%
CC(=O)c1sc(NC(=O)CS(=O)(=O)c2ccccc2)nc1-c1ccccc1,-16%
O=S(=O)(c1ccccc1F)N1CCN(CCOc2ccccc2)CC1,2%
CCCCCCC(NC(=O)c1ccc(C)cc1)C(=O)O (stereo not drawn),-20%
CCOC(=O)C1CCCN(C(=O)COc2ccc(C(=O)c3ccc(F)cc3)cc2)C1 (stereo not drawn),-4%
CN(C)C(=O)c1ccc(NC(=O)COC(=O)/C=C/c2cccs2)cc1,-3%
C=CCC[C@@H](Cc1ccc(F)cc1)C(=O)OC[C@H](C)NC(=O)[C@H](CC=C)CC(=O)N(CCO)Cc1ccccc1,2%
Cn1c(SCC(=O)NC(=O)NCc2ccccc2)nnc1C(F)(F)F,3%
COc1cc(Cl)cc(CN2CCC(CCC(=O)NC3CC3)CC2)c1OC,5%
CC1CCCC(NC(=O)CN2CCN(S(=O)(=O)c3ccc(Br)s3)CC2)C1C (stereo not drawn),-15%
O=C(O)C1CCC(N2C(=O)c3c(Cl)c(Cl)c(Cl)c(Cl)c3C2=O)CC1 (stereo not drawn),-3%
O=C(CSCc1ccccc1)N1CCN(S(=O)(=O)c2cccc(F)c2)CC1,3%
COc1ccc(Cc2nnc(SCC(=O)Nc3ccccc3C)n(N)c2=O)cc1,6%

# Looked up one by one from the list above:
SMILES,L3MBTL1 inh
CN(C)C(=O)c1ccc(NC(=O)COC(=O)/C=C/c2cccs2)cc1,-3%
CC1CCCC(NC(=O)CN2CCN(S(=O)(=O)c3ccc(Br)s3)CC2)C1C (stereo not drawn),-15%
Cn1c(SCC(=O)NC(=O)NCc2ccccc2)nnc1C(F)(F)F,3%

# Additional results
SMILES,L3MBTL1 inh
OC(CN1CCNCC1)Cn1ccc2ccccc21 (stereo not drawn),-7%
COc1ccccc1OCCSc1nc2ccccc2n1CCC(=O)O,8%
CCCn1nnnc1NCc1ccc(N(C)C)cc1,-1%
O=C(CSc1nc2ccccc2[nH]1)NCc1ccccc1,-16%
O=C(CSCc1ccc(Cl)cc1)Nc1cccc(C(=O)O)c1,2%
COc1ccc(S(=O)(=O)N2CCN(c3nc(-c4cccnc4)nc4ccccc34)CC2)cc1,-11%
CCCCCCCN1C(N(C)C)=NC[C@@H]1Cc1ccccc1,8%
Cc1nc2cc(Cl)c(Cl)cc2n1-c1ccccn1,4%
CN(C(=O)COC(=O)C12CC3CC(CC(C3)C1)C2)c1c(N)n(Cc2ccccc2)c(=O)[nH]c1=O,-3%
CN(C)c1ccc(C(=O)Nc2cccc(S(=O)(=O)NC3=NCCCCC3)c2)cc1,3%
COc1ccc(CCNC(=O)C2CCCN2C(=O)Nc2ccccc2)cc1OC (stereo not drawn),1%
NC(=O)c1ccc(NC(=O)CNC(=O)c2sc3ccccc3c2Cl)cc1,10%
O=C1NC(=O)c2cc(Oc3ccc([N+](=O)[O-])cc3)ccc21,-2%
COc1cccc(N=Nc2c(C)[nH]n(-c3ccccc3)c2=O)c1,?
Cc1ccc2nc(SCC(=O)Nc3ccc(F)cc3F)nc(=O)n2c1,-5%

# A second format for 4 compounds above.
smiles | L3MBTL1 inh
O=C(CSCc1ccc(Cl)cc1)Nc1cccc(C(=O)O)c1 | 2%
O=C1NC(=O)c2cc(Oc3ccc([N+](=O)[O-])cc3)ccc21 | -2%
NC(=O)c1ccc(NC(=O)CNC(=O)c2sc3ccccc3c2Cl)cc1 | 10%
O=C(CSc1nc2ccccc2[nH]1)NCc1ccccc1 | -16%

# New compounds follow.
SMILES,L3MBTL1 inh
CCOc1ccc(S(=O)(=O)N2CCCCC2)cc1NC(=O)CN1C(=O)NC(C)(c2ccc(C)cc2)C1=O (stereo not drawn),-18%
Nc1ccccc1C(=O)NCc1ccco1,-10%
CCN1C(=NCc2cc(OC)c(OC)c(OC)c2)N[C@@H](c2cccc(C(F)(F)F)c2)C(C(=O)OC)=C1C,-3%
O=C(OCC(=O)N1CCN(S(=O)(=O)c2ccc(Cl)cc2)CC1)c1cccc(OC(F)F)c1,-4%
COc1ccccc1C(CNC(=O)c1ccc(NS(=O)(=O)c2ccc3c(c2)OCCO3)cc1)N(C)C (stereo not drawn),3%
CN(C)c1cc[n+](CC(=O)Nc2ccccc2C(F)(F)F)cc1,0%[2.29 µM]
O=C(CC1SC(N2CCCCC2)=NC1=O)Nc1ccc(C(=O)Nc2ccccc2)cc1 (stereo not drawn),5%
CCOc1ccccc1C(=O)Nc1ccc(C(=O)c2ccccc2)cc1,6%
COc1ccccc1N(CC(=O)N/N=C(\C)c1ccccc1O)S(=O)(=O)c1ccc(C)cc1,-25%
Cn1c(/C=C/c2ccccc2[N+](=O)[O-])nc2ccccc2c1=O,5%
CC1(C)Cc2cccc(OCC(=O)OCC(=O)Nc3ccccc3)c2O1,-1%
Cc1ccn2c(=O)nc(SCC(=O)N3CCC(Cc4ccccc4)CC3)nc2c1,-27%
CCc1cccc(OCC(=O)Nc2ccccc2N2CCCC2)c1,-4%
O=C(CN1C(=O)NC(c2ccccc2)(c2ccccc2)C1=O)N1CCOCC1,2%
C/C(=C\c1ccccc1)C(=O)Nc1ccc(Cl)cn1,17%
COCc1ccccc1C1=CC(=O)C[C@H](c2ccc(F)cc2)C1,2%
CCOc1ccc(NC(=O)CN(C)C(=O)c2c(-c3ccccc3)noc2C)cc1OCC,3%
c1ccc2c(c1)CCc1snnc1-2,0%[2.29 µM]
CCOc1ncccc1C(=O)OCC(=O)NC1CCCCCC1,1%
CCOC(=O)Nc1ccc2c(c1)N(C(=O)CCN(CC)CC)c1ccccc1CC2,-3%[2.29 µM]
CC(=O)NCCNC(=O)c1cccc(NS(=O)(=O)c2ccc3c(c2)OCCO3)c1,-7%
N#C/C(=C\c1cn(CC(=O)O)c2ccccc12)C(=O)NCc1ccccc1,-4%
Cc1nc(SCC(=O)N2CCCCCC2)[nH]c(=O)c1C,0%
COc1ccccc1C(=O)Nc1ccc(C)c(S(=O)(=O)N2CCCCC2)c1,9%
Cc1onc(-c2c(Cl)cccc2Cl)c1C(=O)NCc1ccc(S(N)(=O)=O)cc1,-9%[2.29 µM]
Cc1ccc(NC(=O)c2ccc(OCC3CCCO3)cc2)nc1 (stereo not drawn),4%
CCC(CC)Nc1ccc(C(CC(N)=O)NC(=O)c2ccccc2)cc1[N+](=O)[O-] (stereo not drawn),-10%
OCc1nc2c(ccc3ccccc32)[nH]1,0%
O=C(COC(=O)c1cccnc1Cl)NCCc1ccc(F)cc1,4%
COc1ccc(OC)c(-c2csc(NC(=O)COC(=O)C3CCC3)n2)c1,-7%
COc1cccc(C(C)NC(=O)c2ccncc2)c1 (stereo not drawn),6%
NC(=O)c1ccsc1NC(=O)COC(=O)c1ccncc1,-9%
CSc1ccc(CN(C)CC(=O)N(C)CC(=O)Nc2ccccc2Br)cc1,2%
COc1ccc(S(=O)(=O)N2CCc3ccccc32)cc1C(=O)NCCc1ccc(S(N)(=O)=O)cc1,-1%
Cc1c(C(=O)NCC(C)(C)N2CCOCC2)oc2ccccc12,1%
CC(C)CC1Nc2ncnc(N3CCN(c4ccccc4)CC3)c2N(Cc2ccc(Cl)cc2)C1=O (stereo not drawn),-15%
COc1ccc(C(=O)Nc2ccc3ccccc3c2)cc1OC,-1%
CN1CCN(C(CNS(=O)(=O)c2ccc(Br)cc2)c2ccc3c(c2)OCO3)CC1 (stereo not drawn),-7%
Cc1ccc(C(=O)NNC(=O)c2cccc(Br)c2)cc1,-4%
Cc1ccc(F)cc1NC(=O)CN1C(=O)NC2(CCCc3ccccc32)C1=O (stereo not drawn),5%
COc1ccc(NS(=O)(=O)c2ccc(C)c(C(=O)NCCCN3CCCC3=O)c2)cc1,1%
CCOC(=O)c1sc2nc(C)nc(SC(C)C(=O)N(C)c3ccccc3)c2c1C (stereo not drawn),-8%
Cc1ccc(NC(=O)CN2CCCC2c2cccn2C)c(Br)c1 (stereo not drawn),-10%
CCN1C(=O)[C@@H]2[C@@H](c3ccc(-c4ccc(OC)cc4)cc3)N3CCCC[C@@]3(C(=O)OC)[C@@H]2C1=O,-6%
CC(C)/C=C/C(=O)N1CCCC(N2CCN(c3ccccc3F)CC2)C1 (stereo not drawn),-7%
N#C/C(=C\c1ccccc1)C(=O)NNS(=O)(=O)c1ccc(Br)cc1,5%
Cc1ccc(NC(=O)C2CCN(S(C)(=O)=O)CC2)c(C)c1,7%
COc1ccc(NC(=S)Nc2ccc(F)cc2)cc1,-1%
Cc1[nH]n(-c2ccccc2)c(=O)c1N=Nc1ccc(C(N)=O)cc1,2%
Cc1cccc(NC(=O)c2cccc(NC(=O)c3ccccc3)c2)n1,0%
COc1ccc(CNCCC2(O)CC(C)N(C)CC2C)cc1OC (stereo not drawn),2%
COc1ccc(CNC(=O)COC(=O)c2ccc(S(=O)(=O)N3CCOCC3)cc2)cc1,8%
Cc1ccc(OCCCC(=O)NC2CCCCC2)cc1,2%
COc1ccc(N2CCN(C3CCCN(Cc4cccc(C)c4)C3)CC2)cc1 (stereo not drawn),-2%
Cc1cnc(C(=O)OCC(=O)c2c[nH]c3ccccc23)cn1,3%
O=C(O)CC1SC(=O)N(CC(=O)c2ccccc2)C1=O (stereo not drawn),4%
CC(C)Oc1ccc(C(=O)NN2C(=O)NC3(CCCCC3)C2=O)cc1,7%
COc1ccc(S(=O)(=O)N2CCCC2CNC(=O)C(=O)NCc2cccs2)cc1 (stereo not drawn),1%
Cc1ccc(C(=O)CCC(=O)Nc2cccc(C)c2)cc1,4%
COc1ccc([C@H]2CC(=O)C=C(c3ccc(OC)cc3OC)C2)cc1,-6%

# The list goes on, starting with the last 2 of the part before.
SMILES,L3MBTL1 inh
Cc1ccc(C(=O)CCC(=O)Nc2cccc(C)c2)cc1,4%
COc1ccc([C@H]2CC(=O)C=C(c3ccc(OC)cc3OC)C2)cc1,-6%
Cc1c(C(=O)Nc2nccs2)oc2c(Cl)cccc12,-6%
Cc1ccc2c(c1)C1CN(C)CCC1N2S(=O)(=O)c1ccccc1F (stereo not drawn),-2%
CCOc1ccc(N/C=C/C(=O)c2ccc(OC)cc2)cc1,-5%
Cc1cccc(C)c1OCC(=O)NNC(=O)CCCn1c(=O)oc2ccccc21,3%
Cc1cn([C@@H](CCCCN)C(=O)NCCCCCCCCCCC(=O)N2CCNCC2)nn1,7%
CCOC(=O)C1CCN(C(=O)COC(=O)C23CC4CC(CC(C4)C2)C3)CC1,0%
c1ccc(-n2cnc3ccccc32)nc1,7%
CN(CC(=O)Nc1ccc(Cl)cc1)C(=O)C1CCCC1,4%
N#CCCN(C(=O)COC(=O)Cc1c[nH]c2ccccc12)c1ccccc1,-4%
CCOC(=O)[C@@H]1[C@H]2COc3cc(OC)ccc3[C@H]2N2C(=O)N(c3ccc(OC)cc3)C(=O)[C@]12C,-3%
CCCn1nc(C(=O)NNC(=O)CCCOc2ccc(OC)cc2)c2ccccc2c1=O,-5%
CN(C)CCn1c2c(c(SCC(=O)Nc3cccc(C(F)(F)F)c3)nc1=O)CCCC2,-2%
CCOc1ccc(NS(=O)(=O)c2ccc(C(=O)NCc3cccnc3)cc2)cc1,4%
O=C(CCCOc1ccc(Br)cc1)Nc1ccc(S(=O)(=O)N2CCOCC2)cc1,7%
COc1ccc(CCC(=O)N2CCN(S(=O)(=O)c3cccc(C(F)(F)F)c3)CC2)cc1OC,-3%

# Entries listed so far with a furan ring, fused or not:
SMILES,L3MBTL1 inh
Nc1ccccc1C(=O)NCc1ccco1,-10%
Cc1c(C(=O)NCC(C)(C)N2CCOCC2)oc2ccccc12,1%
Cc1c(C(=O)Nc2nccs2)oc2c(Cl)cccc12,-6%

# (more compounds)
SMILES,L3MBTL1 inh
Cn1nc(C(=O)OCC(=O)Nc2ccc(C(N)=O)cc2)c2ccccc2c1=O,-2%
O=C(Nc1cccc(C(F)(F)F)c1)c1c(O)c2ccccc2[nH]c1=O,42%[activator]
COc1ccccc1NS(=O)(=O)c1cc(C(=O)NCC(c2ccc(F)cc2)N2CCOCC2)ccc1C (stereo not drawn),1%
O=C(/C=C/c1ccco1)N1CCN(S(=O)(=O)c2cccc([N+](=O)[O-])c2)CC1,-1%
O=C(CN1CCN(c2ccccn2)CC1)Nc1nc2ccccc2s1,0%
O=C(COc1ccc(Cl)cc1Cl)N(C1CCCCC1)C1CCS(=O)(=O)C1 (stereo not drawn),4%
O=C(NCCS(=O)(=O)NCCc1ccccc1)c1ccccc1,33%[activator]
Nc1c(Cl)cc(C2=NCCn3c2c2ccccc2[n+]3[O-])cc1Cl,-1%
COc1ccc([C@H]2CC(=O)C=C(c3cc(C)ccc3OC)C2)cc1,4%
Cc1c(C(=O)Nc2ccc3c(c2)OCCO3)oc2ccc(Br)cc12,7%
CCCCOc1ccc(N(CC(=O)NCCOC)C(=O)CCC(=O)Nc2ccccn2)cc1,-2%
O=S(=O)(c1ccc(=S)[nH]c1)N1CCCC1,6%
O=c1[nH]c(=O)n(-c2cc(Br)c(O)c(Br)c2)cc1Br,-6%[2.29 µM]
O=C(COC(=O)c1ccc(F)cc1F)Nc1ccc(Cl)cn1,5%
CSCCC(N=C1NS(=O)(=O)c2ccccc21)C(=O)N1CCCC(C(N)=O)C1 (stereo not drawn),-1%
COc1cc(NC(=O)c2cc(-c3ccccc3Cl)on2)cc(OC)c1OC,0%
